Screening results as filed in PubChem BioAssay.
KCNH2 3.1 block = qHTS for Inhibitors of KCHN2 3.1: Mutant qHTS; Potassium voltage-gated channel subfamily H member 2, brain isoform KCNH2 3.1 (human); U2OS KCNH2 3.1, thallium flux FluxOr; stronger effect = lower value; 340,000 compounds, 0.95% hits; activity change, % (tested at about 1.8 µM);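 active = maximum activity change below -70%; inconclusive = maximum activity change from -70% to -50%; inactive = maximum activity change above -50%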;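 also: thallium influx rate constant from kinetic fluorescence after stimulation buffer; % is scaled to controls: 0 for no effect and ±100 for the full control effect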
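FluxOr-based Tl+ influx in U2OS cells transduced with KCNH2 3.1 virus; rate constants normalized to DMSO controls.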
Menin-MLL TR inh = qHTS Assay for Inhibitors Targeting the Menin-MLL Interaction in MLL Related Leukemias: Competition With Texas Red Labeled MLL-derived Mutant Peptide; Potency, µM (series often up to 61.6 µM), without a hit: at the top dose FP activity change, negative = inhibition, hits mostly inhibitors; Menin + Texas Red MLL mutant peptide, fluorescence polarization; 270,000 compounds, 0.23% hits; AID 1768, 2009; active = well fitted inhibition curve with a large enough effect in the polarisation, with a control signal flat, not every such curve was filed as active; inconclusive = small, poorly fitted or top-dose-only effect, or effect the other way, or a change in a side signal; inactive = no such curve, though single readings can be large or run the other way; the % refers to the polarisation; also: potency is read from the fitted curve at half-maximal effect; % of control where 0% means no effect; many of its hits are not listed in these tables
Target sequence (O00255 whole entry, looked up): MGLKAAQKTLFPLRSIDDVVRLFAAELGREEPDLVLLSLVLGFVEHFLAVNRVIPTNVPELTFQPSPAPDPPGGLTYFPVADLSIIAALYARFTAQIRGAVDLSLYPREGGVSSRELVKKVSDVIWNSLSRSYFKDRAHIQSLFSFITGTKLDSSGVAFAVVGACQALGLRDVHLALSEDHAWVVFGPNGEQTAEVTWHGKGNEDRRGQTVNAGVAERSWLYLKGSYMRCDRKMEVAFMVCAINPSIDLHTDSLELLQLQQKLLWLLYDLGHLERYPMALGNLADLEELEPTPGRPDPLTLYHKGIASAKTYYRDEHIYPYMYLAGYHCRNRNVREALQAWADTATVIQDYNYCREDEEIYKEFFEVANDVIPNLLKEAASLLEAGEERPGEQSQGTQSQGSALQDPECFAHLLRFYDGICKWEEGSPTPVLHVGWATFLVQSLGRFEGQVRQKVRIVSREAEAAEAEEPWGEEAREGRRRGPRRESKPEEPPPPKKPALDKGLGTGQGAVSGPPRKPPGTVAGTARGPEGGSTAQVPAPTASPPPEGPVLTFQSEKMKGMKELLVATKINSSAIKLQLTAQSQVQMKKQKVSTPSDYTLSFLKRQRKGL
CXXC DNA block = qHTS Fluorescence Polarization Assay for Inhibitors of MLL CXXC domain - DNA interaction; Potency, µM (top dose mostly 115 µM), for inactives: at the top dose activity change, negative = inhibition, most hits filed as inhibitors; 290,000 compounds, 0.037% hits; MLL-CXXC / FITC-HOXA9 DNA fluorescence polarization; active = well fitted inhibition curve with a large enough effect in the polarisation, with a control signal flat, not every such curve was filed as active; inconclusive = small, poorly fitted or top-dose-only effect, or effect the other way, or a change in a side signal; inactive = no such curve, though single readings can be large or run the other way; the % refers to the polarisation; also: potency is read from the fitted curve at half-maximal effect
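Fluorescence polarization: 7 uM MLL-CXXC (stock) preincubated 5 min with compounds, then 50 nM fluorescein-HOX-A9 DNA (stock) added; 30 min ambient. Buffer 50 mM Tris-HCl pH 7.5, 50 mM NaCl, 1 mM DTT, 0.05% BSA.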
B2AR arrestin = qHTS assay of beta-arrestin-biased ligands of beta2-adrenergic receptor; Beta-2 adrenergic receptor (Homo sapiens), P07550; beta-arrestin recruitment to beta2AR, cell-based reporter; Potency, µM (doses to about 46.1 µM), for inactives: at the highest dose activation, actives largely listed as activators; 330,000 compounds, 0.02% hits;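 also: potency is read from the fitted curve at half-maximal effect; 0% = DMSO controls and full agonism = EC100 isoproterenol or metaproterenol; nearly all actives have a fitted effect of over 65% in size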
Coupling enz = qHTS Assay for Inhibitors of Fructose-1,6-bisphosphate Aldolase from Giardia Lamblia: Coupling assay counterscreen; 290,000 compounds, 0.67% hits; AID 2472, 2010; coupling enzyme system counterscreen, AmpLite Red fluorescence; activity change, negative = inhibition, % at 58.2 µM, hits read low; in the data active = activity change below about -30%; also: % is scaled to controls: 0 for no effect and ±100 for the full control effect
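Coupling enzymes only (glyceraldehyde-3-phosphate) + compound, at 57.5 uM final, 10 min RT; add substrate/coupling/AmpLite Red mix, 20 min RT; fluorescence ex 525/em 598 nm. Actives flag coupling-system interference.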
Giardia kill = Small Molecules that selectively kill Giardia lamblia: qHTS; Giardia lamblia trophozoite viability; activity change, % at 7.66 µM, hits read low; 340,000 compounds, 0.15% hits; in the data active = activity change below about -80%; inconclusive = between about -30% and that limit;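 also: parasites exposed to compound for two days anaerobically before the ATP read; % is scaled to controls: 0 for no effect and ±100 for the full control effect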
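Anaerobic 48 hrs incubation at 37 deg C of 100 trophozoites/well with test compounds; ATPLite 1-Step luminescence, 15-30 min RT, reports cellular ATP as viability.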
hERG WT inh = qHTS for Inhibitors of KCHN2 3.1: Wildtype qHTS; Voltage-gated inwardly rectifying potassium channel KCNH2 (Homo sapiens), Q12809; U2OS, BacMam KCNH2, thallium flux FluxOr; stronger effect = lower value; activity change, % at 1.84 µM; 340,000 compounds, 0.37% hits; AID 720551, 2013;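 active = maximum activity change below -70%; inconclusive = maximum activity change between -70% and -50%; inactive = maximum activity change above -50%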; also: % is scaled to controls: 0 for no effect and ±100 for the full control effect
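U2OS cells were transduced with wild-type KCNH2 virus (2.03 x 10^8 / mL) for 4 h at room temperature, then cultured overnight at 37 C. Thallium flux was read with FluxOr dye. Rate constants were normalized to DMSO controls.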
PKM2 act = qHTS Assay for Activators of Human Muscle isoform 2 Pyruvate Kinase | Pyruvate kinase PKM (Homo sapiens), P14618 | purified PKM2, Kinase-Glo ATP luminescence, activation; response scale: 0% is enzyme alone, no compound | Potency, µM (doses to about 57.5 µM), for the others: at the top dose activation, usual class: activators | 260,000 compounds, 0.34% hits | AID 1631, 2009; also: potency is read from the fitted curve at half-maximal effect; % is scaled to controls: 0 for no effect and ±100 for the full control effect; nearly all actives have a fitted effect of over 55% in size
Target sequence (P14618 whole entry, looked up, canonical isoform): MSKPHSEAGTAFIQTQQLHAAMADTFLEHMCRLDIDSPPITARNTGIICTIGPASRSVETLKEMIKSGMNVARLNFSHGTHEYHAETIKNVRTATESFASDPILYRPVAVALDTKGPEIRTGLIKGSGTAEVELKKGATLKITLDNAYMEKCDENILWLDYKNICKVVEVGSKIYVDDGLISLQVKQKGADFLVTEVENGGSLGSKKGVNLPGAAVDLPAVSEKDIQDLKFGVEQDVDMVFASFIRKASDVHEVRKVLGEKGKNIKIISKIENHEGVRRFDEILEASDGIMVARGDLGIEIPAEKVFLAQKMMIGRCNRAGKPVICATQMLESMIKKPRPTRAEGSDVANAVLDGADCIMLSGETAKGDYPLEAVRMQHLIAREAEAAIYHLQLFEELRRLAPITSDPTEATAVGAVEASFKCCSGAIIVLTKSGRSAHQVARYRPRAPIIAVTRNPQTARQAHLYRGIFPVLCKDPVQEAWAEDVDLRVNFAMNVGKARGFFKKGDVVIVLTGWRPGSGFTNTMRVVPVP
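Kinase-Glo luminescence reports ATP generated from ADP (0.1 mM) and PEP (0.5 mM) by purified hPK-M2 after 1 h at room temperature, pH 7.2 imidazole buffer; intermediate enzyme activity allows detecting inhibitors and activators.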
TRPV1 ag = HTS Assay for Compounds that Act as Agonists of the Vanilloid Receptor 1 | Transient receptor potential cation channel subfamily V member 1 (Homo sapiens), Q8NER1 | TRPV1-expressing cells, Fluo-8 calcium influx, agonist mode | activation, % at 8.33 µM | 320,000 compounds, 0.19% hits | AID 540275, 2011; in the data active = activation above about 80%; inconclusive = between about 30% and that limit; also: 0% is about no effect
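Cells expressing TRPV1 were dye-loaded with Fluo-8 and read kinetically: 10 s baseline, 3 min after compound (agonist portion), then 2 min after EC20 capsaicin (allosteric enhancer portion). Calcium-bound dye fluorescence at 480/520 nm.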
GALK inh = qHTS Assay for Inhibitors of Human Galactokinase (GALK) | Purified GALK, Kinase-Glo residual ATP luminescence | Potency, µM (series often up to 57.5 µM), for inactives: top-dose activity change, negative = inhibition, actives largely listed as inhibitors | 270,000 compounds, 0.007% hits | AID 1868, 2009; also: potency is read from the fitted curve at half-maximal effect; % is scaled to controls: 0 for no effect and ±100 for the full control effect
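Compounds were pin-transferred into ATP buffer (35 uM final), then GALK plus galactose (5 nM, 100 uM final) was added. After 1 h at room temperature, Kinase-Glo Plus was added and luminescence read after 10 min.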
USP2a inh = qHTS Assay for Inhibitors of Ubiquitin-specific Protease USP2a Using CHOP2 as the Reporter; USP2 core, Ub-CHOP2 coupled fluorogenic reporter, 485/531; Ubiquitin carboxyl-terminal hydrolase 2 (Homo sapiens), O75604; 330,000 compounds, 0.01% hits; AID 463254, 2010; Potency, µM (highest dose often 38.3 µM), for the others: at the top dose activity change, negative = inhibition, usual class: inhibitors;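 also: potency is read from the fitted curve at half-maximal effect; plate controls were DMSO wells for no effect and full inhibition by NEM control for full effect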
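USP2 core (10nM final) preincubated 30min RT with compound in 20mM Tris-HCl pH 8.0, 2mM CaCl2, 2mM beta-mercaptoethanol, 0.05% CHAPS; 25nM Ub-CHOP2 plus 25nM reporter substrate added, fluorescence (Ex485/Em531) read after 60min.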
Active calls of the source: *; i = inactive; ? = inconclusive; · = not tested or not shown; & = joins results of further samples; [ ] = dose if it differs, or a comment. Unless noted, calls follow the shape of the dose curve; as a rule, active = well fitted curve in the direction sought with a large enough effect; inconclusive = small, poorly fitted or top-dose-only effect, or another doubt; inactive = no such curve, though single readings can be large; an effect the other way counts as inactive or inconclusive.

SMILES	KCNH2 3.1 block	Menin-MLL TR inh	CXXC DNA block	B2AR arrestin	Coupling enz	Giardia kill	hERG WT inh	PKM2 act	TRPV1 ag	GALK inh	USP2a inh
COc1ccc(NC(=O)Nc2cccc([N+](=O)[O-])c2)cc1Cl	-6	?	0%	-0.1%	-7	-11	-7	1%	?	-2%	2%
CC1(C)Cc2ccccc2C2=NNC(=O)C2=N1	5	-6%	-28%	-0.1%	-57*	13	7	-2%	-4	0%	0%
Cc1cc2c(c(SCC(=O)Nc3ccc(C)c(C)c3)n1)C(=O)OC2	-15	?	?	0.1%	1	-4	-17	-2%	-1	5%	0%
O=C(O)CC1(CC(=O)NCc2ccc(C(F)(F)F)cc2)CCCCC1	-7	·	-3%	0.0%	-1	7	3	0%	1	-2%	7%
O=C(NNC(=O)C12CC3CC(CC(Cl)(C3)C1)C2)c1ccncc1	7	·	·	0.0%	·	-2	4	·	-5	·	3%
CC(C)COC(=O)/C(C#N)=C/c1cn(Cc2ccccc2)c2ccccc12	-12	13%	-5%	0.9%	8	-6	2	-5%	21	0%	-2%
CC1=C/C(=N\N=C2\NC(=O)C(CC(=O)Nc3ccccc3F)S2)CC(C)(C)C1 (stereo not given)	-6	34%[activator]	11%	0.3%	-3	-3	-6	4%	6	-3%	-11%
O=C(NCCCN1CCOCC1)c1ccc2c(c1)N(Cc1ccccc1F)C(=O)c1ccccc1S2=O (stereo not given)	7	-1%	51%[activator]	-1.5%	-1	-1	-6	·	0	0%	1%
COc1cc(C(=O)NNC(=O)c2cc(S(=O)(=O)N(C)C)ccc2N2CCCC2)cc(OC)c1OC	4	·	·	0.1%	·	-18	-10	·	2	·	1%
O=c1[nH]c2c(c3c1CCCC3)CCCC2	-15	9%	0%	-0.2%	4	2	0	5%	0	0%	-1%
CCCOC(=S)NC(=O)c1sc2ccccc2c1Cl	19	?	-1%	-0.5%	3	-4	14	-36%	-2	-1%	1%
Cc1cccc(C)c1N1CC(=O)N(c2c(C)cccc2C)CC1=O	28	10%	-2%	-0.3%	0	4	-5	-4%	-2	1%	0%
CCOC(=O)/C=C/CN(C(=O)OC(C)(C)C)S(=O)(=O)N1CC=CC1	8	-6%	-6%	-0.3%	-5&0	24&-22	-7	8%	18	1%	1%
COc1ccc(CCNC(=O)Nc2ccc([N+](=O)[O-])cc2)cc1OC	8	?	16%	0.0%	0	-28	i	1%	27	0%	3%
Cc1nn(-c2ncc(C(F)(F)F)cc2Cl)c(=O)n1-c1ccccc1	8	-11%	6%	0.1%	0	-14	2	-4%	1	-2%	2%
COCCN(C(=O)COC(=O)c1sccc1C)c1c(N)n(Cc2ccccc2)c(=O)[nH]c1=O	-7	·	19%	0.3%	·	-27	-18	10%	0	6%	0%
Cc1cc(C)nc(Nc2n[nH]c(-c3cccc4ccccc34)n2)n1	-8	6%	-5%	-0.1%	6	6	-2	-1%	1	3%	0%
Cc1cccc(-n2nc(C)cc2N)c1	-6	-12%	3%	-0.7%	-1	14	-7	10%	0	-3%	4%
COc1cc(/C=N/NC(=O)c2cccnc2)ccc1OS(=O)(=O)c1cc(C)ccc1C	1	?	9%	-1.7%	0	-12	i	10%	7	0%	2%
O=C(CN1C(=O)c2ccccc2S1(=O)=O)NCc1cccs1	-17	·	6%	-0.1%	·	49[activator]	-14	0%	-3	-7%	1%
CCCNC(=O)CS(=O)(=O)Cc1nc(-c2ccccc2C)oc1C	27	5%	1%	0.0%	4	-14	14	-2%	12	0%	1%
Cc1ccc(C)c(NC(=O)CSc2nnc3n2CCCCC3)c1	-4	-25%	6%	-0.3%	1	1	-2	-7%	2	1%	3%
COc1cc(NC(=O)COc2cccc3c2OC(C)(C)C3)cc(OC)c1OC	1	·	·	0.1%	·	-10	-3	·	1	·	0%
CCCOC(=O)c1ccc(NC(=O)c2c(Cl)ccc(Cl)c2OC)cc1	-17	28%	15%	2.0%	-2	1	-7	0%	13	·	-1%
CCOc1ccc(OCC)c(S(=O)(=O)NCc2ccccc2)c1	8	1%	0%	0.1%	1	-5	15	-7%	13	4%	0%
The results go on:
SMILES	KCNH2 3.1 block	Menin-MLL TR inh	CXXC DNA block	B2AR arrestin	Coupling enz	Giardia kill	hERG WT inh	PKM2 act	TRPV1 ag	GALK inh	USP2a inh
CC1Cc2cc(S(=O)(=O)NCCC(=O)NCc3ccc(F)cc3)ccc2N1C(=O)C1CC1 (stereo not given)	22	-6%	-1%	0.0%	3	-16	-87*	·	0	-3%	-2%
Cc1ccc(S(=O)(=O)Nc2nc(C)cc(N/N=C/c3ccc(O)cc3)n2)cc1	12	1%	-19%	0.6%	2	-20	-8	6%	4	0%	3%
CC(C)(C)N(Cc1ccccc1)C(=O)CN1C(=O)c2ccccc2S1(=O)=O	-4	·	·	-0.1%	·	-1	-1	·	·	·	2%
CC(C)N1CC(C(=O)Nc2ccc(Cl)c(Cl)c2)CC1=O (stereo not given)	29	-1%	-3%	0.4%	0	25	2	1%	-1	-7%	-1%
CC(C)[C@H](NC(=O)C1CCN(S(=O)(=O)c2ccc(F)cc2)CC1)C(=O)N1CCCCCC1	1	·	?	-0.1%	·	18	-13	·	8	4%	-1%
COc1cc(C2C(C(=O)c3ccc(C)o3)=C(O)C(=O)N2Cc2ccccc2)ccc1O (stereo not given)	-12	·	·	-0.4%	·	-22	-1	·	-8	·	2%
CC(=O)N(Cc1cccs1)Cc1cc2ccc(C)c(C)c2nc1Cl	7	-6%	2%	0.0%	3	-2	-2	-13%	2	9%	0%
COc1ccc(NC(=O)CC2Nc3ccccc3NC2=O)c([N+](=O)[O-])c1 (stereo not given)	15	7%	-1%	0.4%	0	2	1	-3%	2	-3%	3%
COc1cc(/C=C/C(=O)OCC(=O)Nc2cccc(F)c2)ccc1O	-3	·	·	0.5%	·	8	-4	·	·	·	4%
CC(CC(=O)O)Nc1ccccc1O (stereo not given)	13	12%	0%	-0.5%	-17	7	-15	0%	1	-3%	0%
CN1CCN(CCC(=O)N/N=C/c2ccccn2)CC1	4	-19%	1%	0.0%	1	8	-8	-1%	2	1%	-1%
CC1Cc2ccccc2N1C(=O)COC(=O)c1ccc(O)cc1 (stereo not given)	1	·	-4%	-0.3%	-1	1	-4	2%	26	-2%	-6%
COc1ccc(S(=O)(=O)NC(Cc2ccccc2)C(=O)O)cc1 (stereo not given)	-1	-14%	-4%	0.2%	1	-16	2	·	-1	-5%	4%
CCOc1ccccc1Nc1nnc(SCC(=O)NC(=O)c2cccn2C)s1	3	-14%	14%	-1.1%	7	-4	11	-1%	-4	0%	-2%
c1ccc(-c2ccccc2-c2nc(-c3cccnc3)no2)cc1	0	14%	-2%	0.1%	-3	2	-22	-16%	24	-1%	1%
COc1ccccc1C1CCN(Cc2cccc(C(=O)N3CCC(O)CC3)c2)CC1	11	?	13%	0.3%	2	-26	11	·	2	2%	-2%
Cc1ccc2c(c1)N(Cc1cccc(F)c1)C(=O)C(C)O2 (stereo not given)	2	-27%	-1%	0.5%	-3	-10	7	-4%	?	-1%	3%
CC(CC(=O)Nc1nncs1)c1ccccc1 (stereo not given)	15	-6%	-2%	-0.6%	-3	10	-7	7%	3	-3%	-2%
Cc1noc(C)c1COC(=O)c1csc2c1CCC(C)C2 (stereo not given)	4	·	·	0.0%	·	-3	-3	·	14	·	-2%
Oc1ccc(/C=N/NC(=S)Nc2cccnc2)c(O)c1	-137*	18%	-5%	-0.4%	5	-8	-176*	1%	-4	0%	4%

Individual results from above:
Result of COc1ccc(NC(=O)Nc2cccc([N+](=O)[O-])c2)cc1Cl in CXXC DNA block: 0%
Result of Cc1cc(C)nc(Nc2n[nH]c(-c3cccc4ccccc34)n2)n1 in CXXC DNA block: -5%

Only part of the results is shown, so the mix of outcomes need not match the whole.
